Assay outcomes deposited in PubChem BioAssay by Broad Institute.
ARNT TACC3 PPI: disruptors of human ARNT/TACC3 interaction; inhibition, % at 9.99 µM; AID 623870; 390,000 tested, 0.66% active; AlphaScreen His-ARNT PAS-B/GST-TACC3 binding, luminescence; TACC3 fragment carries E629A point mutation;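 active means mean inhibition of replicates at least 50% and at least half of replicates each reaching 50%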;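 further: 0% = complete ARNT plus TACC3 wells and 100% = ARNT alone without TACC3; many hits fall short of the cut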
SIRT5 inh: sirtuin-5 (human) deacylase inhibition; Q9NXA8; Purified SirT5, succinyl-peptide AMC, trypsin-coupled fluorescence; inhibition, % at 15 µM; 330,000 tested, 1.1% active; AID 652115; in the data active means inhibition above about 15%
Target sequence (Q9NXA8 whole entry, looked up): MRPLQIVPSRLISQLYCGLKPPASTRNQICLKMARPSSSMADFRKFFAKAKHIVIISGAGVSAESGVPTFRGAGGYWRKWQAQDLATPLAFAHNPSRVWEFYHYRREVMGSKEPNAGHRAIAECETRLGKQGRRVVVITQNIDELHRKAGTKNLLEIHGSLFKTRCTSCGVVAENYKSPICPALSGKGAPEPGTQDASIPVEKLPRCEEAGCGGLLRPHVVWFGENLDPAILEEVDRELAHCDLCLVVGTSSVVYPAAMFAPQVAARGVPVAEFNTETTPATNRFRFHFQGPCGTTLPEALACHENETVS
ERp5 inh: blocks human ERp5 reductase activity on insulin. ERp5 insulin aggregation, absorbance 650 nm, 90 min. inhibition, % at 9.99 µM. 350,000 tested, 0.05% active;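 active means mean replicate inhibition above about 25%, with every replicate also reaching it, limit read from the data, passing the limit was not always enough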
Target sequence (Q15084 whole entry, looked up): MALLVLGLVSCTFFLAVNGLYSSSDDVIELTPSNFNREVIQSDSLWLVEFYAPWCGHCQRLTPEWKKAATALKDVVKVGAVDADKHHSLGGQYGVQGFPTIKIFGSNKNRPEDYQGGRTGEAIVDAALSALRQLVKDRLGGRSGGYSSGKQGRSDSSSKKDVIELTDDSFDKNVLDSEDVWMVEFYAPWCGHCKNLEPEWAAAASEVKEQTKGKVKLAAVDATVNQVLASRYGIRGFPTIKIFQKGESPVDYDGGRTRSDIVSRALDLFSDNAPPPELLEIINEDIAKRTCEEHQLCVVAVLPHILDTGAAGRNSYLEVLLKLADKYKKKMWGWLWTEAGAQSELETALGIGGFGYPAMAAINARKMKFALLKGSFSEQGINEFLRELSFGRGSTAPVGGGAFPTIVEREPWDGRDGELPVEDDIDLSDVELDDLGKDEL
Cneo AK release: causes C. neoformans cell lysis; adenylate kinase release luminescence, 4 h; normalised: neutral wells 0, clomiphene wells 100; lysis activity, % at 15 µM; 360,000 tested, 0.2% active;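 active means mean lysis activity across replicates of at least 80%, whatever share of replicates individually reach that level; inactive means mean lysis activity below 80%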
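read-out = cell lysis signal | test system = log-phase Cryptococcus neoformans yeast cells | input = cells at 5 × 10^6 per mL | medium = fresh YPD growth medium | signal = luminescent adenylate kinase detection reagent | timing = 4 h at 37 °C static, read 1 h later | dosing = single dose | controls = Clomiphene as positive lysis control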
Statin myotox sup: protects C2C12 myotubes from simvastatin toxicity | ATP luminescence, 48 h; scaled: DMSO 0, geranylgeraniol control 100 | rescue of ATP level, % at 7.49 µM | 330,000 tested, 0.78% active | AID 602340;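 active means mean ATP rescue above about 67%, or every replicate alone reaching that limit, limit read from the data, passing the limit was not always enough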;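 further: myotubes were challenged with 10 µM simvastatin during compound exposure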
miR-122 sensor: blocks miR-122 activity in Huh7 sensor cells; activation (reporter increase), % at 12.5 µM; AID 602342; Huh7 miR-122 Renilla luciferase sensor, 48 h; neutral wells = 0, positive control = 100; 340,000 tested, 0.3% active;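 active means mean replicate activation score at least 90 and every replicate individually at or above 90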;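 further: higher luciferase means less miR-122 activity so hits act as miR-122 inhibitors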
esBAF inh: SWI/SNF esBAF complex inhibition. reporter increase, % at 12.5 µM. 350,000 tested, 2% active. mouse ES cells, Bmi1-luciferase knock-in reporter, 24 h; 100% = twice the neutral-well signal; in the data active means activation above about 40%;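 further: 0% = median of the plate's neutral control wells and 100% = double that signal; a rise in the Bmi1 reporter signal indicates esBAF inhibition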
An asterisk follows results filed as active; · = no result given; [ ] = another dose, or the depositor's remark.

SMILES | ARNT TACC3 PPI | SIRT5 inh | ERp5 inh | Cneo AK release | Statin myotox sup | miR-122 sensor | esBAF inh
C[C@H]1CN([C@@H](C)CO)C(=O)c2cccc(NS(C)(=O)=O)c2O[C@H]1CN(C)Cc1ccncc1 | -11 | 0 | -1 | -1 | 9 | -3[16.7 µM] | -2
COc1ccc(C(=O)C2CCN(CC(=O)Nc3cc(C)cc(C)c3)CC2)cc1 | · | -2 | 2 | 9 | 30 | · | 6
Cc1nn(Cc2ccccc2Cl)c(Cl)c1C(=O)NCCc1ccccc1 | 1 | -1 | 2 | · | -45 | -6 | 5
Cc1cc(C)nc(NC(=O)CN2C(=O)c3ccccc3S2(=O)=O)n1 | 2 | -2 | -18 | · | -4 | -3 | -3
Cc1ccc(Oc2ccc(-c3nc(N)nc(N)n3)cc2)cc1 | -6 | · | · | 0 | 1 | -3 | 19
Cc1cc2cc(C)c(NCCNC(=O)c3ccccc3)nc2cc1C | -1 | -1 | -3 | 1 | · | 5 | ·
Cc1cc(N2CC34C=CC(O3)C(C(=O)O)C4C2=O)no1 (stereo not drawn) | -1 | · | · | 0 | -15 | 3 | 2
COc1cccc(CNC(=O)Cn2c(=O)c3cccn3c3ccccc32)c1 | 0 | -6 | 1 | -1 | 14 | 2 | -6
COC(=O)c1ccc(/C=C2/SC(=S)N(CCC(=O)NCCCN3CCOCC3)C2=O)cc1 | 0 | 23* | -3 | 0 | 0 | -4 | -4
C=CCOc1ccccc1CNCCCN1CCOCC1 | 6 | · | · | 3 | 8 | -7 | 4
C[C@@H]1CCCCO[C@H](CN(C)S(=O)(=O)c2cn(C)cn2)[C@@H](C)CN([C@@H](C)CO)C(=O)c2cc(NC(=O)Nc3ccc4c(c3)OCO4)ccc2O1 | 9 | -7 | -1 | 0 | · | 20[16.7 µM] | 40
CC(C(=O)NC1C(=O)N2C(C(=O)O)=C(CSc3nnnn3C)CSC12)n1cc(Br)cn1 (stereo not drawn) | -2 | -4 | 5 | · | · | · | ·
CC(=O)NC1C(=O)N=C(SCC(=O)NC(C)c2ccccc2)NC1=O (stereo not drawn) | -28 | 3 | -1 | -1 | 0 | 0 | -7
Nc1nc(Sc2ccc(C(F)(F)F)cc2[N+](=O)[O-])n[nH]1 | 16 | · | · | 4 | 7 | -5 | 2
O=C(NCc1cccs1)c1ccc(N2CCCCC2)nc1 | -3 | · | · | 0 | -53 | · | 81*
C[C@@H]1CN([C@@H](C)CO)C(=O)c2cc(/C=C/c3ccccc3)cnc2O[C@H]1CN(C)C(=O)CN1CCOCC1 | -1 | -10 | -4 | -6 | 9 | -7[16.7 µM] | 1
C=CCOn1c(-n2nc(C)cc2C)nc2ccccc2c1=O | -14 | -2 | 1 | -3 | -4 | -10 | -4
O=[N+]([O-])c1cc(C(F)(F)F)ccc1NCCc1ccncc1 | 0 | -3 | 0 | · | -3 | · | -10
O=C(O)CCc1ccc(-c2ccccc2)n1-c1ccc(C(=O)O)cc1 | -3 | · | · | 0 | 1 | 2 | 7
Cc1cc(C)nc(SCC(=O)c2ccc(O)c(O)c2)n1 | 28 | 1 | 1 | 0 | 25 | -5 | 6
COc1cccc(CN2CCNC(=O)C2CC(=O)NCc2cc(C(C)C)no2)c1 (stereo not drawn) | 0 | -4 | -9 | 2 | 4 | -1 | -7
Cc1ccc(NC(=S)Nc2ccccn2)cc1C | -14 | -2 | 1 | 6 | · | 13 | ·
COC(=O)CN1C(=O)CSc2ncccc21 | -4 | · | · | -2 | 0 | -6 | -7
Cc1cccc(N2CCN(C(=O)c3ccc4nc[nH]c4c3)CC2)c1C | 5 | 31* | -1 | 5 | · | 42 | ·
O=C(O)C1CCCCC1C(=O)NCc1ccccn1 (stereo not drawn) | -6 | -3 | 4 | · | · | · | ·
C[C@@H]1CCCCO[C@H](CN(C)Cc2ccncc2)[C@@H](C)CN([C@H](C)CO)C(=O)c2cc(NS(=O)(=O)c3cccs3)ccc2O1 | 29 | 2 | -5 | -8 | · | 0[16.7 µM] | -9
CO[C@@H]1CN(C)C(=O)c2cc(NC(=O)c3ccc4c(c3)OCO4)ccc2OC[C@H](C)N(CCC(F)(F)F)C[C@@H]1C | 5 | · | 3 | 5 | 10 | · | 7
COc1ccc(S(=O)(=O)Nc2ccc3c(c2)C(=O)N([C@@H](C)CO)C[C@@H](C)[C@@H](CN(C)C(=O)Nc2ccc4c(c2)OCO4)OCCCC[C@@H](C)O3)cc1 | -1 | 8 | -2 | 0 | · | -2[16.7 µM] | 11
O=C(NC(=S)Nc1ccccc1CO)C1CCCCC1 | -14 | · | 1 | -1 | -13 | 4 | ·
COc1ccc(S(=O)(=O)Nc2cccc(N(C)S(C)(=O)=O)c2)cc1Br | -3 | · | · | -1 | · | 36 | ·
CCN(CC)CC(=O)Nc1scc2c1c(=O)oc1ccccc12 | -1 | -1 | 4 | -4 | · | -7 | ·
COC(=O)Nc1ccc(S(=O)(=O)N2CCC(C)CC2)cc1 | -15 | · | · | 0 | -5 | 10 | -2
CC1(C)CC(=O)CC(=Nc2ccc(C(=O)O)cc2)C1 | 2 | · | · | 1 | -10 | 1 | -9
COc1cc(NC(=O)c2ccc(-c3cccc(F)c3)o2)ccc1NC(=O)c1ccccc1Cl | 6 | · | 3 | 0 | -61 | -1 | -8
CCOc1cc(-c2noc(CCC(=O)N3CCOCC3)n2)ccc1OC | -4 | · | · | -1 | 4 | -2 | 1
O=C(COC(=O)CCc1ccc(S(=O)(=O)N2CCOCC2)cc1)NCc1ccc(Cl)cc1 | 0 | -6 | -6 | -2 | 1 | -5 | 6
CN(c1ccc(C(=O)NCC2CCCO2)cc1)S(=O)(=O)c1ccccc1 (stereo not drawn) | 4 | · | · | 1 | -2 | 3 | -4
Cc1cccc(N2CCN(Cc3c(C)n(C)n(-c4ccccc4)c3=O)CC2)c1C | -11 | · | · | 1 | -6 | -4 | -4
Cc1c(C(=O)NCC(C)(C)N2CCOCC2)oc2ccccc12 | -1 | 0 | 7 | 0 | 3 | -9 | 7
COc1ccc(Nc2nc(C)c3ccccc3n2)cc1 | 4 | · | · | -4 | -6 | 2 | 75*
C/C=C/c1ccc([C@H]2[C@@H](CO)N3CCCCN(S(=O)(=O)c4cccs4)C[C@@H]23)cc1 | 17 | 8 | 3 | -1 | · | -19[16.7 µM] | ·
Cc1cccc(NC(=S)NNC(=O)c2ccc(Br)o2)c1 | 9 | · | · | 1 | · | 2 | 27
Cc1ccc(NC(=O)CN2CCc3cc4c(cc3C2)OCCCO4)cc1 | · | -1 | -1 | 1 | 8 | 1 | -2
Cc1noc(C)c1NC(=O)N(C)C[C@@H]1OCCCC[C@@H](C)Oc2ccc(NS(=O)(=O)c3cccs3)cc2C(=O)N([C@@H](C)CO)C[C@H]1C | 18 | 0 | -4 | 0 | · | 8[16.7 µM] | 1
CC(=O)N1[C@H](CO)[C@H]2c3ccccc3N(S(=O)(=O)c3cccc(C)c3)C[C@H]21 | -7 | 2 | -1 | 54 | 7 | -25[16.7 µM] | -3
C=CCn1c(SCC(=O)NCCCC)nc2scc(-c3ccco3)c2c1=O | -9 | · | · | -1 | · | 0 | 5
CCC(C)NC(=O)CSc1ccc(NC(C)=O)cc1 (stereo not drawn) | -3 | · | · | -1 | 21 | 1 | -7
Cc1c2cnn(CC(=O)NCCN3CCOCC3)c(=O)c2c(C)n1Cc1ccc(F)cc1 | -2 | 1 | -9 | 0 | 4 | 3 | -3
Cc1noc(C(=O)NCc2ccccc2)c1Cl | -8 | · | 0 | 0 | 3 | 1 | -1
CN(C)c1ccc(-c2ccnc3c2CC(C)(C(=O)NCc2ccccc2)O3)cc1 (stereo not drawn) | · | · | 0 | -1 | -11 | 31 | -9
O=C(O)c1ccc(C2CCCCC2)cn1 | 63* | · | · | -3 | 1 | -2 | 1
CCn1c(=O)c(=O)[nH]c2cc(C(=O)N(C)Cc3ccc(OC)c(F)c3)ccc21 | · | 0 | 1 | -1 | 7 | -4 | -9
CCCCNC(=O)CN1C(=O)NC(CCc2ccccc2)C1=O (stereo not drawn) | -6 | 1 | 8 | · | · | · | ·
C[C@H](O)C#Cc1ccc2c(c1)O[C@H](CN(C)C(=O)Cc1ccccn1)[C@H](C)CN([C@H](C)CO)S2(=O)=O | 9 | 2 | -3 | -5 | 0 | 1[16.7 µM] | -1
COc1ccc(S(=O)(=O)N(C)CC(=O)Nc2ccc(C(N)=O)cc2)cc1OC | -17 | -2 | -4 | 1 | 5 | -2 | 4
CC(C)C#Cc1ccc2c(c1)O[C@H](CN(C)Cc1ccncc1)[C@H](C)CN([C@@H](C)CO)S2(=O)=O | 3 | · | · | -1 | -35 | 15[16.7 µM] | -4
O=C(NCc1cccnc1)c1cc(S(=O)(=O)N2CCCC2)c(Cl)cc1Cl | -5 | -2 | 4 | 0 | -47 | 1 | -4
O=C(N/N=C/c1ccc(OC(=O)c2ccccc2Cl)cc1)c1ccc(O)cc1 | 14 | 2 | 1 | -9 | -9 | · | 5
NC(=O)c1ccc(NCc2ccco2)c([N+](=O)[O-])c1 | 3 | · | · | 4 | · | -2 | -5
Cc1ccc(S(=O)(=O)NNC(=O)C2CC=CCC2C(=O)O)cc1 (stereo not drawn) | 2 | -6 | 1 | · | · | · | ·

The list goes on; it opens with the 6 that closed the last part.
SMILES | ARNT TACC3 PPI | SIRT5 inh | ERp5 inh | Cneo AK release | Statin myotox sup | miR-122 sensor | esBAF inh
COc1ccc(S(=O)(=O)N(C)CC(=O)Nc2ccc(C(N)=O)cc2)cc1OC | -17 | -2 | -4 | 1 | 5 | -2 | 4
CC(C)C#Cc1ccc2c(c1)O[C@H](CN(C)Cc1ccncc1)[C@H](C)CN([C@@H](C)CO)S2(=O)=O | 3 | · | · | -1 | -35 | 15[16.7 µM] | -4
O=C(NCc1cccnc1)c1cc(S(=O)(=O)N2CCCC2)c(Cl)cc1Cl | -5 | -2 | 4 | 0 | -47 | 1 | -4
O=C(N/N=C/c1ccc(OC(=O)c2ccccc2Cl)cc1)c1ccc(O)cc1 | 14 | 2 | 1 | -9 | -9 | · | 5
NC(=O)c1ccc(NCc2ccco2)c([N+](=O)[O-])c1 | 3 | · | · | 4 | · | -2 | -5
Cc1ccc(S(=O)(=O)NNC(=O)C2CC=CCC2C(=O)O)cc1 (stereo not drawn) | 2 | -6 | 1 | · | · | · | ·
O=C(Cc1ccccc1)NNC(=O)Nc1ccccc1 | 3 | -1 | 4 | · | · | -1 | ·
Cc1ccsc1/C=N/NC(=O)c1nnn(-c2nonc2N)c1-c1ccccc1 | -1 | -5 | -12 | 0 | -5 | · | -7
CCC(=O)OCC(=O)Nc1cc(S(=O)(=O)N(C)C)ccc1Cl | 3 | -1 | 0 | -1 | 7 | -5 | -1
O=C(Nc1ncc(S(=O)(=O)c2ccc([N+](=O)[O-])cc2)s1)c1cccnc1 | 1 | 1 | -4 | -1 | · | -2 | ·
CC(C)c1ccc(NCCC(=O)c2ccc(Br)cc2)cc1 | -4 | · | · | 3 | · | 0 | ·
CCN(CC)CCCN1C(=O)C(=O)/C(=C(/O)c2ccc(OC)cc2)C1c1ccco1 (stereo not drawn) | -2 | 0 | 1 | -7 | 0 | -1 | 11
CC1=C(C(=O)N(C)C)CC(CC(=O)NC2CCCCC2)C(=O)N1Cc1ccccc1 (stereo not drawn) | · | -4 | 0 | 0 | 6 | 1 | -5
COc1ccc(NC(=O)CSc2ccc3nnc(-c4cccnc4)n3n2)cc1 | -10 | 2 | 2 | -5 | · | · | ·
COC(=O)c1cc(OC)c(OC)cc1NC(=S)N1CCCC1 | 7 | -6 | 3 | · | · | · | ·
CC1CCN(c2ncnc3c2cnn3-c2ccccc2)CC1 | -7 | · | 4 | -7 | -23 | 0 | 16
COc1ccc(-n2ncc3c2CC(C)(C)CC3NC(=O)CCc2c(C)nn(C)c2C)cc1 (stereo not drawn) | 2 | -5 | 3 | -1 | 2 | 0 | 1

Part of the list above in another layout.
COc1ccc(NC(=O)CSc2ccc3nnc(-c4cccnc4)n3n2)cc1
  ARNT TACC3 PPI: -10 | SIRT5 inh: 2 | ERp5 inh: 2 | Cneo AK release: -5 | Statin myotox sup: · | miR-122 sensor: · | esBAF inh: ·
CCN(CC)CCCN1C(=O)C(=O)/C(=C(/O)c2ccc(OC)cc2)C1c1ccco1 (stereo not drawn)
  ARNT TACC3 PPI: -2 | SIRT5 inh: 0 | ERp5 inh: 1 | Cneo AK release: -7 | Statin myotox sup: 0 | miR-122 sensor: -1 | esBAF inh: 11
